Screening results deposited in PubChem by Broad Institute.
CFTR F508del cor – correctors of CFTR F508del function in bronchial epithelial cells; activity (quench increase), % at 7.58 µM; CFBE cells, YFP halide quenching; stimulated with forskolin plus potentiator P3; % fluorescence drop versus neutral controls; AID 720511; hit rate 0.36% among 350,000;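 active means mean added fluorescence quench of at least 8% versus neutral control, with both replicates also reaching 8%; inconclusive means only one of the mean or replicate conditions met; inactive means mean below 8% and not both replicates reaching 8%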;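 further: cells transiently co-express mutant CFTR-F508del with the halide-sensitive YFP; corrector assay measuring rescue of mutant channel to the surface after 24 h compound exposure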
miR122 inh – inhibitors of miR-122 in Huh7 cells; activation (reporter increase), % at 12.5 µM; hit rate 0.3% among 340,000; Huh7 miR-122 Renilla luciferase sensor, 48 h; neutral wells = 0, positive control = 100;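 active means mean replicate activation score at least 90 and every replicate individually at or above 90; inconclusive means only one of the two criteria met; inactive means neither criterion met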;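 further: higher luciferase means less miR-122 activity so hits act as miR-122 inhibitors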
PglD DTNB – inhibitors of Campylobacter jejuni PglD acetyltransferase; inhibition, % at 12.5 µM; purified PglD enzyme, DTNB colorimetric CoA detection; hit rate 0.098% among 360,000; in the data active means inhibition above about 16%, passing the limit was not always enough; inconclusive means no clear call, values can overlap the other calls; further: strong numbers were not always called active
Cneo AK release – causes C. neoformans cell lysis; adenylate kinase release luminescence, 4 h; normalised: neutral wells 0, clomiphene wells 100; lysis activity, % at 15 µM; hit rate 0.2% among 360,000; AID 651654;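 active means mean lysis activity across replicates of at least 80%, whatever share of replicates individually reach that level; inactive means mean lysis activity below 80%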
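Material – log-phase Cryptococcus neoformans yeast cells · Input – 5 × 10^6 yeast cells/mL · Medium – fresh YPD growth medium · Doses – single compound concentration per well · Timing – static 4 h at 37 °C with compound, 1 h detection · Detection – adenylate kinase release luminescence · Read-out – signal increase indicating cell lysis · Control set – Clomiphene as positive lysis control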
INS-1E GSIS act – primary screen for activators of insulin secretion dependent on glucose, INS-1E cells, GLuc reporter luminescence | INS-1E GLuc reporter insulin secretion, 2-3 h | activation, % at 16.6 µM | hit rate 0.61% among 370,000 | AID 743287;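 active means lowest replicate activation of at least 40%, so every replicate reaches that level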;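 further: 0% = median of neutral control wells and 100% = median of IBMX positive control wells; some compounds called inactive have numbers as strong as hits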
FN deposit inh – fibronectin deposition inhibition; inhibition, % at 12.6 µM; AH1F fibroblasts, Alexa488-fibronectin deposition fluorescence, overnight; hit rate 0.086% among 350,000;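 active means mean inhibition across replicates of 30% or more, regardless of how many single replicates reach that level; inconclusive means mean under 30% yet at least half of replicates reach 30%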;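 further: positive control wells lacked labelled fibronectin entirely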
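material = AH1F fibroblast monolayer depositing Alexa488-labelled fibronectin into matrix | amount = 10000 AH1F cells/well | buffer or medium = DMEM plus 2% serum, read in PBS | incubation = 1 h cell adhesion before compound, then overnight fibronectin incubation | detection = fluorescence at 485 nm excitation, 525 nm emission | evaluation = percent inhibition as loss of matrix-bound fibronectin fluorescence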
PGC1a acetyl inh – modulators of PGC1a acetylation; U2OS PGC1a acetylation, AlphaScreen anti-acetyl-lysine; with virally co-expressed GCN5 acetyltransferase; hit rate 0.17% among 350,000; AID 651687; inhibition, % at 15.6 µM;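 active means every replicate shows inhibition of at least 40%; inconclusive means mean inhibition at least 40% but some replicate below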;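 further: 0% = neutral control wells and 100% = positive control wells; some results beyond the cut were filed as inactive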
Statin myotox sup – suppression of simvastatin myotoxicity. C2C12 myotubes + simvastatin, ATP luminescence, 48 h; scaled: DMSO 0, geranylgeraniol control 100. rescue of ATP level, % at 7.49 µM. hit rate 0.78% among 330,000. AID 602340;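 active means mean ATP rescue above about 67%, or every replicate alone reaching that limit, limit read from the data, passing the limit was not always enough; inconclusive means no clear call, values can overlap the other calls; inactive means mean under the limit and some replicate under it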;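 further: myotubes were challenged with 10 µM simvastatin during compound exposure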
* hit, by the source's call; ? = inconclusive; nt = not tested or not shown; & = joins results of further samples; [ ] = dose if it differs, or a comment.

SMILES	CFTR F508del cor	miR122 inh	PglD DTNB	Cneo AK release	INS-1E GSIS act	FN deposit inh	PGC1a acetyl inh	Statin myotox sup
Cc1ccc(C)c(Cn2c3ccccc3c3cnn(CC(=O)NCCN4CCOCC4)c(=O)c32)c1	0.2	-8	-2	34	-6	-5	-5	6
CN(C)S(=O)(=O)c1ccc(N2CCCC2)c(C(=O)NNC(=O)COc2cccc(F)c2)c1	-3.7	4	2	-1	-4	2	-1	-4
O=C(NCc1ccccc1)[C@H]1[C@H](CO)[C@H]2Cn3c(cccc3=O)[C@H]2N1C(=O)C1CC1	-1.1	-4[16.7 µM]	-2	-1	10	nt	-4	-3
Cc1ccc(OC(=O)c2oc3ccc(F)cc3c2C)c(C)c1	nt	3	9	-3	-7	nt	1	10
O=C(Nc1cccc(Cl)c1)c1cc(N=Nc2ccc([N+](=O)[O-])cc2Cl)ccc1O	-0.6	7	4	-1	-73	-3	6	-328
O=C(C[C@H]1CC[C@@H]2[C@H](COC[C@H](O)CN2Cc2ccccc2F)O1)N[C@@H]1CCN(Cc2ccccc2)C1	-0.7	-8[16.7 µM]	-1	7	-7	6	2	-14
O=C(O)c1ccccc1-c1ccccc1C(=O)Nc1ccc(F)cc1	3.1	14	-6	0	18	-1	-4	4
Cc1nc2ccccn2c1/C(O)=C1\C(=O)C(=O)N(CCCn2ccnc2)C1c1ccncc1 (stereo unspecified)	nt	-5	6	1	nt	nt	-1	nt
Cc1cc(=O)oc2cc(OCC(=O)Nc3ccc(F)cc3F)ccc12	-0.1	-5	2	-1	1	2	-4	9
COc1ccc(S(=O)(=O)N[C@H]2CC[C@@H](CC(=O)NCCc3ccncc3)O[C@H]2CO)cc1	3.3	nt	-3	-1	-1	nt	-7	6
COC(=O)CCC(C)C1CCC2C3CCC4CC(O)CCC4(C)C3=CC(=O)C12C (stereo unspecified)	0.6	-4	nt	nt	nt	16	10	1
CC(C)(C)n1ncc2c(=O)n(CC(=O)Nc3ccc4c(c3)OCO4)cnc21	nt	nt	5	-2	-1	nt	nt	-3
CC1(C)C([N+](=O)[O-])C(c2ccc(F)cc2)NC(c2ccc(F)cc2)C1[N+](=O)[O-] (stereo unspecified)	1.3	4	3	11	-8	-1	11	-2
FC(F)(F)c1cccc(Cc2noc(CN3CCCC(OCc4ccccn4)C3)n2)c1 (stereo unspecified)	1.0	-1	nt	nt	-57	11	-18	nt
O=C(CCN1C(=O)S/C(=C\c2ccc(F)cc2)C1=O)Nc1ccc(O)cc1C(=O)O	-0.1	nt	-1	-2	7	17	nt	9
C[C@@H]1CN([C@H](C)CO)C(=O)c2cc(N(C)C)ccc2O[C@@H]1CN(C)C(=O)NC1CCCCC1	-0.4	-5[16.7 µM]	7	0	8	nt	-10	-29
C=CC[C@H](CC(=O)N(CCO)Cc1ccccc1)C(=O)N[C@H](COC(=O)[C@@H](CC=C)Cc1ccc(F)cc1)Cc1c[nH]c2ccccc12	-0.7	-11	0	2	nt	0	7	-4
COc1ccc(C)cc1N(CC(=O)NC(C)c1ccccc1)S(C)(=O)=O (stereo unspecified)	-2.5	3	3	0	26	-6	8	-6
CC(C)NC(=O)CSc1nnc(-c2ccc3ncccc3c2)n1C	-0.8	nt	-3	2	5	1	6	-3
COc1ccc(S(=O)(=O)N[C@H]2CC[C@H](CCn3cc(-c4cccc(F)c4)nn3)O[C@H]2CO)cc1	-1.9	nt	1	-3	-7	nt	-20	5
CC(=O)c1cccc2c(O)c(C3=Nc4ccccc4C3=O)[nH]c12	nt	0	1	-3	nt	-2	-1	nt
COC(=O)[C@]12C(=O)NC[C@H](CN1c1ccc(Cl)c(C)c1)N2C	-0.3	-2	1	0	9	8	-3	-3
CCOC(=O)C1(Cc2cccc(Cl)c2)CCCN(C(=O)C2CC2)C1 (stereo unspecified)	1.5	-7	-1	2	-7	-5	-4	6
Cc1[nH][nH]c(=O)c1C(c1ccc(Cl)cc1)c1c(C)[nH][nH]c1=O	2.0	2	-1	-3	-8	-6	13	6
CC(=O)c1nn(-c2ccccc2)cc1C(=O)c1cccc(Br)c1	0.2	1	-3	-1	13	8	2	-33
CC(C)(C)c1cc(C(=O)C[n+]2ccc(C(=O)NCCCO)cc2)cc(C(C)(C)C)c1O	1.0	-2	3	-3	-1	11	-4	8
CCCCN(C(C)=O)c1ccc(S(=O)(=O)NC2=NCCCCC2)cc1NC(C)=O	0.1	0	-4	-3	nt	-9	9	5
CSc1ccccc1C(=O)C1CCCN(C(=O)c2ccc(N3CCOCC3)cc2)C1 (stereo unspecified)	-1.4	nt	nt	nt	3	10	10	nt
CO[C@@H]1CN(C)C(=O)c2cc(NC(=O)Nc3cc(Cl)cc(Cl)c3)ccc2OC[C@H](C)NC[C@@H]1C	2.3	-30[16.7 µM]	nt	nt	9&-19	15&1	12	-108
CC(C)Oc1ccccc1C1Nc2ccccc2C(=O)N1c1ccc2c(c1)OCCO2 (stereo unspecified)	nt	-6	9	-10	nt	nt	-51	-25
COC(=O)c1ccc(N2CCOCC2)c(F)c1	nt	-2	6	-1	18	nt	11	nt
O=C(CC(c1ccccc1)c1ccccc1)NCCOCc1ccccc1	-0.2	-18	0	4	-24	7	-9	3
C[C@H](CO)N1C[C@H](C)[C@@H](CN(C)S(=O)(=O)c2cccs2)Oc2ccc(NC(=O)Nc3ccc(C(F)(F)F)cc3)cc2CC1=O	3.4	-12[16.7 µM]	0	-1	-19	nt	6	-163
O=C(c1ccc(NS(=O)(=O)c2ccccc2)cc1)N1CCOCC1	0.1	4	-3	0	25	-8	-8	6
C[C@H]1CN([C@@H](C)CO)C(=O)c2cc(NC(=O)Nc3cccc4ccccc34)ccc2O[C@H]1CN(C)Cc1ccccc1	-1.7	1[16.7 µM]	-1	1	-7	nt	nt	-2
CC(=O)Nc1ccc(CN(C)c2c(C)nc3ccc(C(=O)N(C)Cc4ccccc4)cn23)cc1	1.3	3	8	0	-1	2	-2	-17
O=C(NCC[C@H]1CC[C@H](NS(=O)(=O)c2ccccc2)[C@H](CO)O1)c1ccccc1F	-0.3	nt	-1	-1	8	-3	0	1
O=C(Nc1ccccc1)c1nccn1Cc1ccc(F)cc1	1.3	-2	-3	-2	13	4	8	3
C[C@@H]1CN([C@H](C)CO)S(=O)(=O)c2ccc(-c3ccncc3)cc2O[C@H]1CN(C)C(=O)c1cccc(F)c1	nt	20[16.7 µM]	-2	-17	-1	-1	-1	-13
Cc1ccc(NC(=O)C2CCCN2S(=O)(=O)c2cccc3cccnc23)c(C)c1 (stereo unspecified)	0.9	nt	0	-10	9	-15	-3	15
CC1=NC(=O)C(N=Nc2ccccc2)N1c1ccccc1 (stereo unspecified)	nt	6	5	-1	nt	nt	-1	11
COc1cccc(NC(=O)N2CCC(N3CCCCC3)CC2)c1	nt	8	2	-3	nt	nt	-4	-24
CCNC(=O)C1(C)CCN(C(=O)c2cccc(OC(C)=O)c2C)C1 (stereo unspecified)	-0.6	2	-2	-2	10	-2	8	-2
O=C(CCc1ccc(O)cc1)c1c(O)cc(O)cc1O[C@@H]1O[C@H](CO)[C@@H](O)[C@H](O)[C@H]1O	-1.8	0	6	0	7	3	nt	-4
CCN(CC(=O)Nc1cc(Cl)ccc1C)C(=O)C1CC(=O)N(Cc2ccccc2)C1 (stereo unspecified)	6.5	-7	0	0	29	1	-1	0
CCC1CCCCN1CC(O)COCc1cccc(OC)c1 (stereo unspecified)	0.3	nt	2	0	-32	1	nt	21
CCC1COCCS(=O)(=O)N1Cc1ccccc1 (stereo unspecified)	-0.3	1	2	2	nt	2	-3	-2
Cc1c(Cl)cccc1NC(=S)NCC(O)c1ccccc1 (stereo unspecified)	5.3	22	3	-1	-3	0	nt	21
O=C(CN1CCCCCC1)Nc1ccccc1Cl	0.3	-6	-4	4	nt	-14	23	-5
NC(=S)N/N=C/c1coc2ccc(Cl)cc2c1=O	-1.4	nt	nt	nt	17	-17	5	nt
More structures follow.
SMILES	CFTR F508del cor	miR122 inh	PglD DTNB	Cneo AK release	INS-1E GSIS act	FN deposit inh	PGC1a acetyl inh	Statin myotox sup
CCCNC(=O)C1(C)CCCN(Cc2csc(-c3ccccc3)n2)C1 (stereo unspecified)	1.8	-1	-1	0	26	1	12	-7
CCC/C=C/c1ccc(CN2C(C)C(=O)N(Cc3cn(Cc4ccco4)nn3)CCS2(=O)=O)cc1 (stereo unspecified)	-0.6	-7	-2	2	-3	-6	nt	-11
CC1(C(=O)NCCOc2ccccc2Cl)CC1(Cl)Cl (stereo unspecified)	-2.2	-5	2	-2	-13	5	5	6
C[C@H](CO)N1C[C@H](C)[C@H](CN(C)C(=O)Nc2cccc3ccccc23)OCc2cn(nn2)CCCC1=O	-1.8	2[16.7 µM]	nt	nt	4	11	6	4
CN(C)CCCNC(=O)C[C@@H]1C=C[C@@H](NC(=O)c2ccccc2F)[C@@H](CO)O1	0.1	nt	1	14	0	-4	8	4
Cc1cc(C(=O)NCc2ccccc2F)cs1	nt	-9	2	0	nt	nt	1	nt
COc1ccc(CCC(=O)N/N=C(\C)c2ccc3c(c2)OCO3)cc1	-2.1	-7	0	0	0	6	-4	nt
CCCOc1ccc(/C=N/NC(=O)c2nnn(-c3nonc3N)c2-c2cccs2)cc1OC	-1.1	-6	1	-2	-1	6	-8	16
CCCCn1c(N)c(N(C)C(=O)c2cn(-c3ccccc3)nc2-c2ccccc2)c(=O)[nH]c1=O	-0.5	nt	-3	-1	19	0	2	6
CCCC(C(=O)NCc1ccco1)N(C(=O)CNS(=O)(=O)c1ccccc1)c1ccccc1OC (stereo unspecified)	nt	56	-1	-3	-1	nt	-9	nt

Next section, starting with the last three of the part before.
SMILES	CFTR F508del cor	miR122 inh	PglD DTNB	Cneo AK release	INS-1E GSIS act	FN deposit inh	PGC1a acetyl inh	Statin myotox sup
CCCOc1ccc(/C=N/NC(=O)c2nnn(-c3nonc3N)c2-c2cccs2)cc1OC	-1.1	-6	1	-2	-1	6	-8	16
CCCCn1c(N)c(N(C)C(=O)c2cn(-c3ccccc3)nc2-c2ccccc2)c(=O)[nH]c1=O	-0.5	nt	-3	-1	19	0	2	6
CCCC(C(=O)NCc1ccco1)N(C(=O)CNS(=O)(=O)c1ccccc1)c1ccccc1OC (stereo unspecified)	nt	56	-1	-3	-1	nt	-9	nt
C[C@@H]1CCCCO[C@H](CN(C)C(=O)c2ccccc2)[C@H](C)CN([C@H](C)CO)C(=O)c2cc(NS(C)(=O)=O)ccc2O1	2.1	0[16.7 µM]	nt	nt	2	nt	8	-1
COc1ccccc1NC(=S)N(Cc1ccccn1)Cc1ccccc1Cl	0.3	2	-5	2	nt	0	nt	-1
COc1ccc(NC(=O)/C=C/C(=O)O)c(OC)c1	-0.9	0	0	1	-8	4	0	nt
COc1ccc(NC(=O)N(C)C[C@@H]2OCCCC[C@@H](C)Oc3ccc(NS(=O)(=O)c4c(C)noc4C)cc3C(=O)N([C@H](C)CO)C[C@H]2C)cc1	-2.6	-7[16.7 µM]	3	1	-3	nt	-26	?
O=C(O)C[C@H]1C[C@@H]2c3cc(NC(=O)Nc4ccccc4F)ccc3O[C@@H]2[C@@H](CO)O1	-1.9	-1[16.7 µM]	0	-2	-5	nt	5	1
